Screens as filed in PubChem BioAssay.
Exocytosis inh: blocks lytic granule exocytosis | TALL-104 LAMP-1 surface exposure, flow cytometry; cells stimulated with thapsigargin and PMA | inhibition, % at 10 µM | hit rate 0.66% among 360,000 | AID 651702;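 active means inhibition above about 55%, limit read from the data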
ABCB6 inh 2: human ABCB6 transporter inhibition; Q9NP58; fluorescence ratio to DMSO, % at 10 µM; hit rate 0.19% among 360,000; AID 602162; K562-ABCB6 porphyrin accumulation, flow cytometry, 1 h; stronger effect = lower value;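 active means fluorescence ratio to DMSO below 75%, the collection mean minus 3 SD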;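 further: signal is porphyrin accumulated inside mitochondria; 100% equals median channel fluorescence of DMSO control wells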
iPSC survival up: increases survival of single human iPS cells; hit rate 0.044% among 360,000; hiPSC single-cell survival, ATPlite luminescence; 100% = ROCK inhibitor wells, 0% = DMSO; survival enhancement, % at 20 µM; in the data active means survival enhancement above about 18%;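 further: cells exposed to compounds for 16 hours before the ATP read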
m5-HT2A agonist: agonists of mouse serotonin 5-HT2A receptor (HTR2A) | P35363 | CHO-K1 mHTR2A beta-arrestin complementation, luminescence; percent of 30 µM serotonin response | activation, % at 7.6 µM | hit rate 0.66% among 360,000 | AID 624169;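 active means activation above a run cutoff, the mean activation of all tested compounds plus 3 SD, cut at about 14% in these data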;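 further: 0% = plate median of compound wells and 100% = 30 µM serotonin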
Target sequence (P35363 whole entry, looked up): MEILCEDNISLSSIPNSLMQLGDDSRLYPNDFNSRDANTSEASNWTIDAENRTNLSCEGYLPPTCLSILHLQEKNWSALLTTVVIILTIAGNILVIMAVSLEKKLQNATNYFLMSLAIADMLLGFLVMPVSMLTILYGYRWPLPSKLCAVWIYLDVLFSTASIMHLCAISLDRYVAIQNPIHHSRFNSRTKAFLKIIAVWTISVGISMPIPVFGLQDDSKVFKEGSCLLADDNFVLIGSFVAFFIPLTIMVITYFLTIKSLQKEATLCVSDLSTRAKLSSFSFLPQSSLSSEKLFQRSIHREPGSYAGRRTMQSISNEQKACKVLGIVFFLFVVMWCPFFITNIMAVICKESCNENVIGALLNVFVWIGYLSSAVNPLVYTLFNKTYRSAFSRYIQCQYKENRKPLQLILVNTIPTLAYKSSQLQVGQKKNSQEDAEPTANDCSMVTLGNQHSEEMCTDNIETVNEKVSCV
Cardio protect: myocardial damage modulation in H9c2 cells | protection from H2O2 cell death, % at 20 µM | hit rate 0.63% among 360,000 | H9c2 cardiomyocytes, H2O2 injury protection, ATPLite, 2 h;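 active means compounds giving at least 50% protection of heart cells from peroxide-induced death in the single-dose screen, raw or plate-pattern-corrected value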;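 further: 0% = DMSO wells with peroxide and 100% = DMSO wells without peroxide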
MC4R barr agon: human MC4R agonism via beta-arrestin | hit rate 0.98% among 360,000 | P32245 | AID 540308 | U2OS MC4R beta-arrestin complementation, luminescence; percent of melanotan II response, DMSO zero | activation, % at 8.9 µM;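 active means activation above a per-plate cutoff, the mean activation of sample wells on that plate plus 3 SD, cut at about 8% in these data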
Target sequence (P32245 whole entry, looked up): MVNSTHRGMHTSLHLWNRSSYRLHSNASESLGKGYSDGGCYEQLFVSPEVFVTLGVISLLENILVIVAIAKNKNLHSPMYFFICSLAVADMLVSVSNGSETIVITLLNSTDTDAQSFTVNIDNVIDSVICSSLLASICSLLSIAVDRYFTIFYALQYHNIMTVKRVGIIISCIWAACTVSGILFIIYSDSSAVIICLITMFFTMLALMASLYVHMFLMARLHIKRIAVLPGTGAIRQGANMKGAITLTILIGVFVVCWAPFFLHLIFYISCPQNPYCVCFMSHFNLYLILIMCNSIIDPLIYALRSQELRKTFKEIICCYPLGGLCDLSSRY
MC4R antagonist: antagonists of human melanocortin 4 receptor (MC4R); P32245; MC4R-expressing cells, MTII-stimulated cAMP, LANCE TR-FRET; inhibition, % at 6.5 µM; hit rate 0.48% among 360,000;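 active means inhibition above its plate's cutoff, the mean of tested wells on that plate plus 3 SD, cut at about 29% in these data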;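 further: 0% = Melanotan II alone and 100% = Melanotan II plus saturating MCL0020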
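System – human MC4R-expressing U2OS cells · Also added – Melanotan II · Dosing – one concentration, 6.5 µM nominal · Timing – 30-min compound, 1-h challenge, 1-h detection, room temperature · Measured by – Eu-cAMP/anti-cAMP TR-FRET, emission 671 nm · Replicates – singlicate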
ABHD5-PLIN5 inh: inhibitors of human ABHD5-perilipin-5 interaction; inhibition, % at 4 µM; Q00G26+Q8WTS1; hit rate 0.78% among 360,000; Split G. princeps luciferase complementation, luminescence, 4 h;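 active means inhibition above the mean inhibition across every tested compound plus 3 SD, cut at about 22% in these data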;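 further: 0% = DMSO only wells and the 100% control is not disclosed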
Glyco luc inh: N-linked glycosylation inhibition. D54 ERlucT glycosylation luciferase reporter, 24 h; percent of 100 nM tunicamycin response. hit rate 0.23% among 360,000. reporter increase, % at 12.5 µM;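 active means mean luciferase reporter signal, scaled so untreated is 0 and the glycosylation-blocking control 100, at or above a set limit in every replicate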;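 further: luciferase carries N-glycosylation sites so blocking glycosylation raises the light; 0% = median of neutral control wells and 100% = median of 100 nM tunicamycin wells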
aDG glyco up: alpha-DG glycosylation activation; AID 624168; Pro5-aDG cells, alpha-DG glycosylation AlphaScreen (IIH6); 0% Pro5, 100% B10-LARGE cell signal; hit rate 0.22% among 360,000; activation, % at 10 µM;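 active means activation of at least 8% versus controls, or a plate z-score of at least 8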;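 further: Pro5 are CHO cells carrying HIG-tagged alpha-DG that lacks glycosylation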
Starred values were filed as active, the others as inactive; . = no result given. Rows are unselected. About 4.5% of those tested had a hit in this group.

No. | canonical_smiles | Exocytosis inh | ABCB6 inh 2 | iPSC survival up | m5-HT2A agonist | Cardio protect
1 | Cn1c(SCC(=O)N2CCOCC2)nnc1-c1ccc(NC(=O)c2ccccc2F)cc1 | 0 | 99 | -0.6 | 7 | 18
2 | CN(C)c1ccc(N2C(=NC(=O)CCc3ccccc3)SC3CS(=O)(=O)CC32)cc1 (stereo not drawn) | 20 | 84 | 0.5 | 0 | 4
3 | COc1ccc(OC)c(CNC(=O)CCCc2cn(C)c3ccccc23)c1 | -1 | 103 | 1.9 | -5 | 3
4 | CCN(CCCNC(=O)CN(C)S(=O)(=O)c1cccc2nsnc12)c1cccc(C)c1 | 1 | 97 | -3.7 | -3 | -1
5 | CC(=O)N1[C@H](C)C=C[C@]1(Cc1ccccc1)C(=O)NCCc1c[nH]c2ccccc12 | 5 | 101 | 0.7 | 6 | 5
6 | C[C@H](CO)N1C[C@H](C)[C@@H](CN(C)Cc2ccc(C(=O)O)cc2)Oc2c(NS(=O)(=O)c3cccs3)cccc2C1=O | -1 | 101 | -1.3 | 2 | -5
7 | COC(CNc1ncnc2sc(-c3ccccc3)cc12)OC | 1 | 93 | -0.5 | 2 | 1
8 | O=c1cc(-c2ccc(C(F)(F)F)cc2)oc2ccccc12 | -6 | 100 | -1.2 | 16* | -1

No. | MC4R barr agon | MC4R antagonist | ABHD5-PLIN5 inh | Glyco luc inh | aDG glyco up
1 | 0.2 | 8 | -7 | 1 | -0.3
2 | 0.5 | 0 | -3 | -2 | -0.2
3 | -0.6 | 7 | 3 | 0 | -0.3
4 | 0.0 | 1 | -3 | -1 | -0.3
5 | -0.4 | -1 | 4 | -1 | 0.0
6 | -1.2 | 9 | 3 | 2 | 0.1
7 | -0.7 | -4 | 3 | -2 | 0.0
8 | 1.2 | -2 | 8 | 0 | -0.1

Following part:
No. | canonical_smiles | Exocytosis inh | ABCB6 inh 2 | iPSC survival up | m5-HT2A agonist | Cardio protect
9 | CCC(C)C(NC(=O)C1CCC(C)CC1)C(=O)Nc1ccc(OC)cc1OC (stereo not drawn) | 1 | 108 | -0.6 | 1 | -4
10 | COc1ccc(CNC(=O)C(c2ccco2)N(C(=O)c2ccccn2)c2ccccc2)cc1 (stereo not drawn) | -1 | 93 | 0.7 | 1 | 9
11 | Cc1ccc(S(=O)(=O)NC(=O)CSc2nc3ccccc3s2)cc1 | -3 | 103 | 1.9 | 0 | 1
12 | Cc1ccc(S(=O)(=O)N2CCCN(S(=O)(=O)C3CCS(=O)(=O)C3)CC2)cc1 (stereo not drawn) | -1 | 102 | 0.0 | 0 | 0
13 | Cc1ccc(OCc2cc(C(=O)N(C)Cc3cnc4ccccn34)no2)cc1C | 0 | 88 | -0.4 | 7 | -14
14 | Cc1ccc(N/C(N)=N/c2nc(CSc3ccccn3)cc(=O)[nH]2)c(C)c1 | 3 | 104 | 0.7 | -11 | -13
15 | O=C(CNS(=O)(=O)Cc1ccccc1)NCc1ccccc1 | 18 | 97 | 0.3 | 1 | -2
16 | CCOC(=O)c1c(NCc2ccccc2)n[nH]c1C | -6 | 99 | -0.3 | -4 | 0

No. | MC4R barr agon | MC4R antagonist | ABHD5-PLIN5 inh | Glyco luc inh | aDG glyco up
9 | -2.7 | -1 | 0 | 1 | 0.0
10 | -0.6 | -5 | 1 | -1 | -0.4
11 | -1.6 | -4 | -1 | 1 | -0.2
12 | -0.9 | -2 | 2 | 1 | 0.2
13 | -2.0 | -5 | 1 | -6 | 0.1
14 | -1.7 | 28 | -5 | 3 | 0.5
15 | 4.1 | 7 | -4 | 1 | 0.0
16 | -0.4 | 4 | -3 | -2 | -0.2

Going on with the list:
No. | canonical_smiles | Exocytosis inh | ABCB6 inh 2 | iPSC survival up | m5-HT2A agonist | Cardio protect
17 | O=C(NCc1ccccn1)Nc1cccc(Cl)c1Cl | -6 | 95 | -0.3 | 0 | 3
18 | COc1ccc(/C=C2/CC/C(=C\c3ccc(OC)c(OC)c3OC)C2=O)c(OC)c1OC | 2 | 100 | 0.7 | 2 | -16
19 | O=C(c1cc(COc2ccccc2)on1)N1CCCC(CN2CCOCC2)C1 (stereo not drawn) | -2 | 96 | -0.5 | 1 | -3
20 | COc1cccc(COC(=O)C2CCN(S(=O)(=O)c3ccc(Cl)cc3)CC2)c1OC | -6 | 95 | -0.5 | 1 | 0
21 | N/C(=N\OC(=O)CC1CCCCC1)c1cccnc1 | 0 | 100 | -0.5 | -2 | -15
22 | CN(C)S(=O)(=O)c1ccc(C(=O)NCCSc2ccc(Br)cc2)cc1 | -1 | 98 | -0.9 | -1 | -8
23 | Cc1cc(/C=N/N2CCN(C)CC2)c(C)n1-c1ccc(Cl)cc1 | 4 | 101 | 0.1 | -6 | 5
24 | Cc1cc(N2CCN(C/C=C/c3ccccc3)CC2)n2ncnc2n1 | -1 | 104 | -1.2 | 0 | -17

No. | MC4R barr agon | MC4R antagonist | ABHD5-PLIN5 inh | Glyco luc inh | aDG glyco up
17 | -2.1 | 3 | -6 | 0 | 0.2
18 | 1.7 | 13 | 7 | 0 | 0.2
19 | -1.1 | 2 | 2 | -1 | -0.4
20 | 0.4 | -3 | 0 | 1 | 0.1
21 | -0.3 | 4 | -2 | 0 | -0.2
22 | -1.0 | -9 | 6 | 0 | 0.5
23 | 2.0 | -1 | 7 | -3 | 0.0
24 | -1.9 | 7 | 4 | -1 | 1.9

Later entries:
No. | canonical_smiles | Exocytosis inh | ABCB6 inh 2 | iPSC survival up | m5-HT2A agonist | Cardio protect
25 | COc1ccccc1C(CNC(=O)c1ccc(OCc2c(C)noc2C)cc1)N1CCCC1 (stereo not drawn) | -7 | 97 | 0.0 | 3 | -5
26 | Cc1nc2cc(CC(=O)O)ccc2o1 | -4 | 92 | -2.0 | 2 | 2
27 | CS(=O)(=O)CCC(C(=O)n1nnc2ccccc21)N1C(=O)c2ccccc2C1=O (stereo not drawn) | 0 | 101 | -1.3 | -3 | -2
28 | CCN(CC)C(=O)COc1coc(CN2CCN(c3ccccc3F)CC2)cc1=O | -2 | 92 | -0.5 | 6 | 2
29 | Cc1cc(N2C(=O)c3ccc(C(=O)Nc4ccccc4O)cc3C2=O)no1 | 0 | 102 | 0.5 | 1 | -2
30 | O=C(CCn1c(=O)c2cccn2c2ccc(F)cc21)NCCc1ccccc1 | 3 | 102 | -0.6 | -3 | 6
31 | O=C(c1ccco1)N1CCN(CC2CC3C=CC2C3)CC1 (stereo not drawn) | -1 | 96 | -1.8 | 21* | 5
32 | O=C1c2ccccc2-c2ccc(C(=O)N3CCOCC3)cc21 | -1 | 90 | -4.1 | -2 | 5

No. | MC4R barr agon | MC4R antagonist | ABHD5-PLIN5 inh | Glyco luc inh | aDG glyco up
25 | 0.4 | -5 | 4 | -2 | 0.1
26 | -1.4 | 1 | 2 | 1 | -0.1
27 | -2.3 | 8 | 1 | 1 | 0.1
28 | -1.2 | 5 | 0 | 1 | 0.3
29 | -2.8 | 11 | 0 | 1 | 0.1
30 | -2.0 | -1 | 0 | 0 | 0.3
31 | -1.3 | -2 | 0 | 1 | 0.1
32 | 2.8 | 7 | -2 | 1 | 0.1

Other compounds.
No. | canonical_smiles | Exocytosis inh | ABCB6 inh 2 | iPSC survival up | m5-HT2A agonist | Cardio protect
33 | CSCCC(C(=O)Nc1c(C)cccc1C)n1c(COc2ccc(C)cc2)nc2ccccc21 (stereo not drawn) | -5 | . | . | -5 | .
34 | CCOC(=O)c1c(C)oc(NC(=O)COc2ccc(Cl)cc2C)c1C#N | 3 | 96 | -1.8 | 1 | -14
35 | Cc1ccc(C)c(NC(=O)CN(C)C(=O)c2cc(S(=O)(=O)N3CCOCC3)ccc2N2CCCC2)c1 | -12 | 101 | -0.4 | -10 | 4
36 | COc1ccc(C2COC(=O)C2=N)c(NC(=O)c2ccccc2)c1 (stereo not drawn) | 5 | 99 | 0.1 | 0 | 3
37 | COc1cccc(C#Cc2ccc3c(c2)O[C@H](CN(C)S(=O)(=O)c2ccccc2F)[C@H](C)CN([C@H](C)CO)S3(=O)=O)c1 | -3 | 109 | 7.2 | -4 | -5
38 | Cn1c(Nc2ccc(Cl)cc2F)nc2cc(-c3ccccc3)sc2c1=O | 3 | 98 | 6.3 | 5 | 1
39 | CC(O)c1cccc(NC(=O)CC(c2ccccc2)c2ccccc2)c1 (stereo not drawn) | -2 | 99 | -0.8 | 2 | -2
40 | COc1ccc(NC(=O)[C@@H]2CCCN2S(=O)(=O)c2ccccc2F)cc1S(=O)(=O)N1CCCCC1 | -3 | 101 | -1.9 | -7 | 1

No. | MC4R barr agon | MC4R antagonist | ABHD5-PLIN5 inh | Glyco luc inh | aDG glyco up
33 | . | . | -4 | . | -0.1
34 | -1.0 | 0 | 0 | 2 | 0.0
35 | -1.3 | 13 | -8 | 4 | 0.0
36 | -1.9 | 5 | 0 | 0 | -0.1
37 | -0.7 | 1 | -5 | 0 | 0.0
38 | 2.6 | 3 | 3 | 7 | -0.1
39 | 1.8 | 24 | -8 | 0 | 0.1
40 | -1.6 | 7 | -3 | 0 | -0.1

Going on with the list:
No. | canonical_smiles | Exocytosis inh | ABCB6 inh 2 | iPSC survival up | m5-HT2A agonist | Cardio protect
41 | Cc1ccc(/C=N/NC(=O)c2cc(-c3ccccc3)nc3ccccc23)o1 | -3 | 99 | -0.5 | -14 | -2
42 | CC(C)(C)C(=O)N1CCN(CCN2C(=O)c3cccc4cccc(c34)C2=O)CC1 | -8 | 100 | -0.4 | 3 | 3
43 | O=C1NC[C@H](Cc2ccccc2)N(C[C@@H]2CCCN2C[C@H](Cc2ccc(O)cc2)N2C[C@H](Cc3ccc(O)cc3)N(CCc3ccccc3)C(=O)C2=O)C1=O | -8 | 99 | 0.5 | -5 | .
44 | CCc1ccc(NC(=O)CCNS(=O)(=O)c2cccc3nonc23)cc1 | -2 | 97 | -3.1 | -2 | 0
45 | C/C(=N\OC(=O)Nc1ccccc1)c1ccc(C)cc1 | -3 | 98 | -0.5 | 1 | -4
46 | CCc1nnc(NC(=O)c2nc(S(=O)(=O)Cc3ccc(C)cc3)ncc2Cl)s1 | 11 | 101 | -0.4 | -10 | -16

No. | MC4R barr agon | MC4R antagonist | ABHD5-PLIN5 inh | Glyco luc inh | aDG glyco up
41 | -3.5 | -12 | -2 | 15 | -0.1
42 | 1.1 | 0 | 8 | 0 | -0.2
43 | . | . | 9 | . | -0.1
44 | -1.9 | 7 | -1 | 3 | -0.1
45 | 1.4 | 0 | -5 | 2 | 0.1
46 | -5.6 | 31* | 25* | 11 | -0.1

Compound profiles, as listed above:
Shown for CC(C)(C)C(=O)N1CCN(CCN2C(=O)c3cccc4cccc(c34)C2=O)CC1 → Exocytosis inh = -8; ABCB6 inh 2 = 100; iPSC survival up = -0.4; m5-HT2A agonist = 3; Cardio protect = 3; MC4R barr agon = 1.1; MC4R antagonist = 0; ABHD5-PLIN5 inh = 8; Glyco luc inh = 0; aDG glyco up = -0.2
Shown for Cc1ccc(/C=N/NC(=O)c2cc(-c3ccccc3)nc3ccccc23)o1 → Exocytosis inh = -3; ABCB6 inh 2 = 99; iPSC survival up = -0.5; m5-HT2A agonist = -14; Cardio protect = -2; MC4R barr agon = -3.5; MC4R antagonist = -12; ABHD5-PLIN5 inh = -2; Glyco luc inh = 15; aDG glyco up = -0.1
